14-3-3g Raf: 14-3-3 gamma protein interaction modulation; P61981; FP, 14-3-3gamma / TMR-pS259-Raf peptide binding; inhibition, % at 40 µM; 160,000 tested, 0.19% active; AID 422; in the data active = inhibition above about 30%;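 also: 0% = protein plus tracer without compound and 100% = blank with tracer alone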
Target sequence (P61981 whole entry, looked up): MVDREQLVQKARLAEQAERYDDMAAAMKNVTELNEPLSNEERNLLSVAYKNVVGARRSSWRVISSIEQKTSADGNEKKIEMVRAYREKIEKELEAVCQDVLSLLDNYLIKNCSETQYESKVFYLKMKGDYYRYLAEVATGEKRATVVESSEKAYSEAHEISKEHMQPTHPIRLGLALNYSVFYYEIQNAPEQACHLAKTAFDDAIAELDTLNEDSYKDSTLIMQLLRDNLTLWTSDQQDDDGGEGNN
Starred values were filed as active, the others as inactive; & = joins results of further samples.

`COc1ccc(S(=O)(=O)NCC2CCC(C(=O)NCc3ccco3)CC2)cc1` (centres undefined) gave 14-3-3g Raf -3&-10.
CC1CCN(S(=O)(=O)c2ccc3ncn(CC(=O)N(C)Cc4ccccc4)c(=O)c3c2)CC1 was read as 14-3-3g Raf -2.
For COc1ccc(-n2nc(C(=O)NCC(=O)NC3CCCCC3)c3ccccc3c2=O)cc1Cl the results were 14-3-3g Raf -11.
`O=C(O)c1cccc(NC(=O)c2cccc(F)c2)c1` gave 14-3-3g Raf 1.
`CCC(C)NC(=O)C1c2ccccc2C(=O)N1Cc1cccs1` (centres undefined) gave 14-3-3g Raf 9.
Screening Cc1ccc(-c2nc(CSCC(=O)N3CCN(c4ccccn4)CC3)c(C)o2)cc1 returned 14-3-3g Raf 1.
CCOc1ccc(C2NC(=O)c3c(sc4c3CCCC4)N2)cc1 (centres undefined) was read as 14-3-3g Raf 4.
CCC(=O)N1c2ccccc2NC2=C(C(=O)CC(c3ccccc3)C2)C1c1ccc([N+](=O)[O-])cc1 (centres undefined) was read as 14-3-3g Raf 1.
`Cc1cc(C)n2c(C(F)(F)F)nnc2n1` gave 14-3-3g Raf -4.
CCOC(=O)c1ccc(NS(=O)(=O)c2ccc3[nH]c(=O)[nH]c3c2)cc1 was read as 14-3-3g Raf -18.
For Cc1cccc(C(=O)Nc2ccc3nc(SCC(=O)Nc4c(C)n(C)n(-c5ccccc5)c4=O)sc3c2)c1 the results were 14-3-3g Raf -18.
`CCc1ccc(N(CC)C(=O)CN2C(=O)C3C4C=CC(C4)C3C2=O)cc1` (centres undefined) gave 14-3-3g Raf -14.
Screening COc1ccc(CCNc2ccncn2)cc1OC returned 14-3-3g Raf 5.
`Cc1ccc(-n2cc(C(=O)N3CCCC(C)C3)c3ccccc3c2=O)cc1C` (centres undefined) gave 14-3-3g Raf -8.
CCC1Oc2ccc(Cl)cc2N(CC(=O)N2CCN(c3cc(Cl)ccc3C)CC2)C1=O (centres undefined) was read as 14-3-3g Raf -11.
Screening NC(=O)C1CCN(C(=O)c2ccc3c(=O)n(-c4ccccc4)c(SCc4cccc(F)c4)nc3c2)CC1 returned 14-3-3g Raf -3.
Screening CC1CCN(CCNC(=O)CCS(=O)(=O)c2ccc(Br)cc2)CC1 returned 14-3-3g Raf -6&-8.
Screening O=C(O)C(c1ccccc1)N1CCCC1 (centres undefined) returned 14-3-3g Raf -2.
For O=S(=O)(c1ccccc1)N(CC(O)CN1CCCCC1)c1ccccc1 (centres undefined) the results were 14-3-3g Raf -16.
`COc1ccc(N2C(=O)CC(NCCNc3ccc([N+](=O)[O-])cn3)C2=O)cc1` (centres undefined) gave 14-3-3g Raf 1.
`Cc1cc(NC(=O)COC(=O)c2ccc(S(=O)(=O)N3CCCc4ccccc43)cc2)no1` gave 14-3-3g Raf -3.
Screening COc1cccc2cc(-c3nnc(SCC(=O)Nc4nc(C)cs4)n3C)oc12 returned 14-3-3g Raf -2.
`Clc1ccccc1OCCn1c2ccccc2c2nc3ccccc3nc21` gave 14-3-3g Raf 1.
For COC(=O)c1sc(S(=O)(=O)N2CCN(c3ccccc3)CC2)c(C(=O)OC)c1C the results were 14-3-3g Raf -3.
`Cc1ccc(S(=O)(=O)Nc2cc(C)c(O)c(Br)c2)cc1` gave 14-3-3g Raf -2.
Screening Cc1nc2ccc(S(=O)(=O)NC(C(=O)NCc3ccco3)C(C)C)cc2s1 (centres undefined) returned 14-3-3g Raf 0.
For CCC1Oc2ccccc2N(CC(=O)NCCCN2CCN(CC)CC2)C1=O (centres undefined) the results were 14-3-3g Raf 0.
CCOC(=O)Cn1c(C(=O)OCC)cc2sccc21 was read as 14-3-3g Raf -4.
For N#CCSc1nc2ccccc2c(=O)n1CCCC(=O)N1CCCC1 the results were 14-3-3g Raf -1.
For Cc1nn(-c2ccccc2C(=O)O)c(=O)c2ccccc12 the results were 14-3-3g Raf -7&5.
For COC(=O)c1ccc(Cn2c(O)c(N=O)c3ccccc32)o1 the results were 14-3-3g Raf 14.
Cc1ccc(NC(=O)c2cc3n(n2)C(C(F)(F)F)CC(c2ccc4c(c2)OCO4)N3)cc1Cl (centres undefined) was read as 14-3-3g Raf -10.
For COc1nc(Nc2ccc(I)cc2C)nc(NC2CCCCC2)n1 the results were 14-3-3g Raf 0.
`Cc1nc(N2CCC(C)CC2)c2c(C)c(C(=O)N3CCOCC3)sc2n1` gave 14-3-3g Raf 2.
For COC(=O)CNC(=O)c1cnc(Nc2ccc(C)c(Cl)c2)c2ccccc12 the results were 14-3-3g Raf -8.
For Cc1nc2ccccn2c1/C(O)=C1\C(=O)C(=O)N(CCN2CCOCC2)C1c1ccncc1 (centres undefined) the results were 14-3-3g Raf -2.
COc1ccc2cc(CCNC(=O)CC(C)(C)C)c(=O)[nH]c2c1 was read as 14-3-3g Raf -4.
Screening Cn1c(=O)c2c(nc3n(-c4cccc(C(F)(F)F)c4)c(-c4ccc(F)cc4)cn23)n(C)c1=O returned 14-3-3g Raf -12.
Cn1c(=NC(=O)Cc2ccccc2)sc2cc(Cl)ccc21 was read as 14-3-3g Raf -3.
`CCCCCc1c(C)nc(SCC(=O)O)[nH]c1=O` gave 14-3-3g Raf 12.
`CC1CCN(CCCNC(=O)CN2C(=O)CSc3ccc(S(=O)(=O)N4CCCCC4)cc32)CC1` gave 14-3-3g Raf -13.
`O=C1c2cccc3cccc(c23)C(=O)N1c1ccc(N2CCOCC2)cc1` gave 14-3-3g Raf -3.
`CCCCOC(=O)c1[nH]c2c(c1C)C(=O)CC(c1cc(OC)c(OC)c(OC)c1)C2` (centres undefined) gave 14-3-3g Raf -5.
`CC(OC(=O)C1CCN(S(=O)(=O)c2ccccc2)CC1)C(=O)Nc1ncc(Cl)cc1Cl` (centres undefined) gave 14-3-3g Raf -8.
COc1ccc(C(=O)Nc2c3c(nn2-c2ccc(F)cc2)CS(=O)C3)c(OC)c1 (centres undefined) was read as 14-3-3g Raf 1.

A section taken from the entries so far:
Cc1ccc(NC(=O)c2cc3n(n2)C(C(F)(F)F)CC(c2ccc4c(c2)OCO4)N3)cc1Cl (centres undefined) was read as 14-3-3g Raf -10.
For COc1nc(Nc2ccc(I)cc2C)nc(NC2CCCCC2)n1 the results were 14-3-3g Raf 0.
`Cc1nc(N2CCC(C)CC2)c2c(C)c(C(=O)N3CCOCC3)sc2n1` gave 14-3-3g Raf 2.
For COC(=O)CNC(=O)c1cnc(Nc2ccc(C)c(Cl)c2)c2ccccc12 the results were 14-3-3g Raf -8.
For Cc1nc2ccccn2c1/C(O)=C1\C(=O)C(=O)N(CCN2CCOCC2)C1c1ccncc1 (centres undefined) the results were 14-3-3g Raf -2.
COc1ccc2cc(CCNC(=O)CC(C)(C)C)c(=O)[nH]c2c1 was read as 14-3-3g Raf -4.

3 compounds already listed, ordered by molecular weight, high to low.
Screening Cn1c(=O)c2c(nc3n(-c4cccc(C(F)(F)F)c4)c(-c4ccc(F)cc4)cn23)n(C)c1=O returned 14-3-3g Raf -12.
For COC(=O)CNC(=O)c1cnc(Nc2ccc(C)c(Cl)c2)c2ccccc12 the results were 14-3-3g Raf -8.
`Cc1nc(N2CCC(C)CC2)c2c(C)c(C(=O)N3CCOCC3)sc2n1` gave 14-3-3g Raf 2.

The listing continues:
Screening COc1ccccc1Cn1c(=S)[nH]c2cc(C(=O)NCc3ccc(F)cc3)ccc2c1=O returned 14-3-3g Raf 1.
`N#CNC1=NCN(Cc2ccccc2)CN1` gave 14-3-3g Raf 2.
Screening CCOC(=O)c1oc2cc(O)cc(C)c2c(=O)c1-c1cscn1 returned 14-3-3g Raf 5.
CCOC(=O)Cc1csc(NC(=O)CCNS(=O)(=O)c2ccc3c(c2)CCC(=O)N3)n1 was read as 14-3-3g Raf -13.
`CC(=O)N=c1sc2cc(S(C)(=O)=O)ccc2n1C` gave 14-3-3g Raf 0.
For Cc1ccc(-c2nnc(NC(=O)c3ccc([N+](=O)[O-])c(Cl)c3)s2)cc1 the results were 14-3-3g Raf -23.
`O=C(Nc1ccccc1)c1cc(Oc2ccc(F)cc2)nc2ccccc12` gave 14-3-3g Raf -21.
`CCOC(=O)N1CCN(C(=O)CCNS(=O)(=O)c2cc(Br)cnc2N)CC1` gave 14-3-3g Raf -8.
`O=C1CN(Cc2cccs2)C(=S)N1c1ccc(Oc2ccccc2)cc1` gave 14-3-3g Raf -5.
Cc1nc2sc3c(c2c2n[nH]c(=S)n12)CCCC3 was read as 14-3-3g Raf -3.
Screening CCCC(=O)N(C)c1nnc(-c2ccc(OC)cc2)s1 returned 14-3-3g Raf -3.
For O=C1CC(c2ccco2)CC2=C1C(c1ccc(Cl)cc1)N(C(=O)c1ccccc1)c1ccccc1N2 (centres undefined) the results were 14-3-3g Raf -13.
Screening O=C(O)c1ccccc1C(c1ccc(O)cc1)c1ccc(O)cc1 returned 14-3-3g Raf -6.
CCc1ccc(NC(=O)C2CCN(C(=O)c3ccc(F)cc3)CC2)cc1 was read as 14-3-3g Raf -3.
O=C(Nc1ccc(-c2ccc([N+](=O)[O-])cc2)cc1)c1ccccc1Cl was read as 14-3-3g Raf 2.
Cc1ccc2oc(-c3ccc(C)c(NC(=O)c4ccccc4C)c3)nc2c1 was read as 14-3-3g Raf -64.
Screening CCOC(=O)CC(=O)CSc1[nH]c(=O)cc(C)c1C#N returned 14-3-3g Raf -7.
O=[N+]([O-])c1cc(SCc2ccco2)c2c(C3OCCS3)nn(-c3ccccc3)c2c1 (centres undefined) was read as 14-3-3g Raf 5.
For CC(NC(=O)c1ccccc1NC(=O)c1ccco1)C(=O)O (centres undefined) the results were 14-3-3g Raf -4&-8.
For Cc1c(Cl)cccc1NC(=O)CCCn1cnc([N+](=O)[O-])n1 the results were 14-3-3g Raf -8.
For Cc1nn(-c2ccccc2)c2sc(C(=O)OCN3C(=O)c4ccccc4C3=O)cc12 the results were 14-3-3g Raf -1&4.
For C=CCN1C(=O)OC2(CCCCC2)C1(C)O (centres undefined) the results were 14-3-3g Raf 13.
CCOC(=O)C1CCN(c2c(NCCCN(CC)Cc3ccccc3)c(=O)c2=O)CC1 was read as 14-3-3g Raf 2.
`C=CCSc1nc2c(c(=O)[nH]c(=O)n2C)n1Cc1ccccc1Cl` gave 14-3-3g Raf 7.
O=C(CSc1nc2ccccc2n1S(=O)(=O)c1cccc([N+](=O)[O-])c1)NCCc1ccccc1 was read as 14-3-3g Raf -1.
Screening CCCn1cnc2sc(C(=O)Nc3cc([N+](=O)[O-])ccc3OC)c(C)c2c1=O returned 14-3-3g Raf -4.
For COCc1nnc(NC(=O)c2ccco2)s1 the results were 14-3-3g Raf -5&-1.
Screening CC(C)C(=O)N1N=C(C(F)(F)F)CC1(O)c1ccncc1 (centres undefined) returned 14-3-3g Raf -3.
Screening COc1ccc(N=C2SC(C(=O)Nc3ccccc3OC)CC(=O)N2Cc2ccc3c(c2)OCO3)cc1 (centres undefined) returned 14-3-3g Raf -5.
For CCOC(=O)c1c(-c2ccccc2)csc1NC(=O)c1noc2c1CCCC2 the results were 14-3-3g Raf -12.
`Cc1cccc(-c2nc(N)n[nH]2)c1` gave 14-3-3g Raf 4.
For Cc1ccc(-c2nc(-c3cccnc3)no2)cc1C the results were 14-3-3g Raf -7.
For O=C(O)c1ccc(-c2ccccc2Cl)o1 the results were 14-3-3g Raf 1.
`COc1ccc(Br)c(C2Nc3ccccc3-c3nnc(SC)nc3O2)c1` (centres undefined) gave 14-3-3g Raf -18.
`CN(C)CCCNC(=O)c1cc(Sc2ccc(F)cc2)nc2ccccc12` gave 14-3-3g Raf -7.
Screening Cc1c(C(=O)NC(C)C)oc2ccc(S(=O)(=O)N3CCOCC3)cc12 returned 14-3-3g Raf -4.
Screening COc1cccc(C2C3=C(CC(C)(C)CC3=O)Nc3[nH]c(=S)[nH]c(=O)c32)c1OC (centres undefined) returned 14-3-3g Raf -2.
Cc1ccc(C(=O)CSc2nnc(-c3ccccc3)n2-c2ccccc2)o1 was read as 14-3-3g Raf 1.
`CCN(c1ccccc1)S(=O)(=O)c1cc(C(=O)Nc2ccc(C(C)C)cc2)ccc1F` gave 14-3-3g Raf -1.
Screening CC1(CCc2ccccc2)NC(=S)N(c2ccc(Cl)cc2)N1 (centres undefined) returned 14-3-3g Raf -4.
Screening O=C(O)c1ccccc1COc1ccccc1Cl returned 14-3-3g Raf 0.
For Cc1ccc2cc3cc(C(=O)N(C)C4CCCCC4)oc3nc2c1 the results were 14-3-3g Raf -7&-6.
O=C(Nc1ccc(N2C(=O)C3C4C=CC(C4)C3C2=O)cc1)Nc1cccnc1 (centres undefined) was read as 14-3-3g Raf -4.
Screening CC(=O)NC(CCS(C)(=O)=O)C(=O)Nc1nc(C)cs1 (centres undefined) returned 14-3-3g Raf -2.
`COc1ccc(CN2CC(C(=O)NCCc3ccc(C)cc3)CC2=O)cc1` (centres undefined) gave 14-3-3g Raf -3.
Screening CCN(CC)c1ncnc2c1[nH]c1ccccc12 returned 14-3-3g Raf -5.
`CCC(CC)C(=O)Nc1c2c(nn1-c1ccc(C)cc1C)CS(=O)(=O)C2` gave 14-3-3g Raf 2.
For CCN1C(=Cc2ccc3cc(NC(C)=O)ccc3[n+]2CC)Sc2cc(C)ccc21 the results were 14-3-3g Raf -70.
`CCOC(=O)c1c(NC(=O)c2cccs2)sc2c1CCN(C(=O)OCC)C2` gave 14-3-3g Raf 4.
Screening CCC1Nc2ccccc2-c2nnc(SCc3ccccc3Cl)nc2O1 (centres undefined) returned 14-3-3g Raf -74.
For COc1ccc(NC(=O)CNC(=O)Cn2c(C)cc3ccccc3c2=O)cc1Cl the results were 14-3-3g Raf -3.
Screening COC(=O)c1ccc(Sc2ccc(OC)cc2)c([N+](=O)[O-])c1 returned 14-3-3g Raf -1.
Screening COC(=O)C1=C(C)NC(C)=C(C(=O)OC)C1c1cccc(F)c1 returned 14-3-3g Raf 8.
`O=c1[nH]c2ccc(S(=O)(=O)Nc3ccc(F)cc3)cc2[nH]c1=O` gave 14-3-3g Raf 3.
For COc1cc(CNCCC2CCOC(C)(C)C2)ccc1O (centres undefined) the results were 14-3-3g Raf 7&-6.

Compound activity deposited in PubChem by Emory University Molecular Libraries Screening Center.

A portion of the library. The share of hits here may be higher or lower than overall.
